Assay outcomes (PubChem BioAssay)
CTSL1 counter = cathepsin L1 inhibition, PFM18AAP counter-screen; recombinant F. hepatica cathepsin L1, Z-Leu-Arg-MCA fluorescence; inhibition, % at 5.96 µM; 300,000 tested, 0.49% active; AID 1906;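 active = inhibition above the mean of all tested compounds plus 3 SD, set per screening campaign, cut at about 17% in these data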;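 note: 0% = plate median of test compound wells and 100% = 1 µM Z-Phe-Ala-diazomethylketone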
proCasp7 act = counter-screen for procaspase-3 activators: activators of human procaspase-7. recombinant procaspase-7, Ac-DEVD-pNA absorbance 405 nm; D23A/D198A/D206A triple mutant, cannot self-cleave; scale: DMSO 0, 5 µM enzyme 100. 330,000 tested, 0.093% active. P55210. activation, % at 8.5 µM. AID 463210;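 active = percent activation above the screen-wide mean plus 3 SD, cut at about 25% in these data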
Target sequence (P55210 whole entry D23A/D198A/D206A): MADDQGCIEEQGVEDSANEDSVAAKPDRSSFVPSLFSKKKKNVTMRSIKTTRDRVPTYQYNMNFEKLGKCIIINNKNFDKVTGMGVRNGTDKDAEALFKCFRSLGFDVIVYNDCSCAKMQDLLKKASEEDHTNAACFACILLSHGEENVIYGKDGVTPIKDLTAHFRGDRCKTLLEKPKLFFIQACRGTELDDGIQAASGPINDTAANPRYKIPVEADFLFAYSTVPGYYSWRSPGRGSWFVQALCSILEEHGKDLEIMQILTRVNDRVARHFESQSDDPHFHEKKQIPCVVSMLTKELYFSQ
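Assay system – Uncleavable procaspase-7 mutant enzyme · Quantity – 2 µM procaspase-7 mutant as dispensed · Times – 1 h preincubation, 2 h reaction · Dosing – single nominal 8.5 µM compound dose, 0.8% DMSO final · Buffer or medium – Zinc-free 50 mM HEPES buffer, pH 7.4, with NaCl and Triton X-100 · Detection – Epi-absorbance of released pNA at 405 nm, two timepoints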
core dimer inh = HCV core protein dimerization inhibition; TR-FRET GST/Flag-core106 dimerization, 1536-well; inhibition, % at 5 µM; 300,000 tested, 0.33% active; AID 1899;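 active = inhibition above the mean of all tested compounds plus 3 SD, set per screening campaign, cut at about 45% in these data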
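Material: GST/Flag-tagged HCV core106 proteins. Incubation: 4 h, 22.5 °C incubation. Read-out basis: inhibition (%) from 671 over 617 nm ratio. Measured by: TR-FRET, excitation 340 nm, emission 617 and 671 nm.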
proCasp3 act = activators of human procaspase-3; recombinant procaspase-3 D3A, Ac-DEVD-pNA absorbance 405 nm; 330,000 tested, 0.11% active; P42574; activation, % at 8.5 µM;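 active = activation above the mean of all tested compounds plus 3 SD, cut at about 21% in these data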;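 note: 0% = DMSO alone and 100% = DMSO wells spiked with extra 5 µM PC-3 D3A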
Target sequence (P42574 whole entry D9A/D28A/D175A): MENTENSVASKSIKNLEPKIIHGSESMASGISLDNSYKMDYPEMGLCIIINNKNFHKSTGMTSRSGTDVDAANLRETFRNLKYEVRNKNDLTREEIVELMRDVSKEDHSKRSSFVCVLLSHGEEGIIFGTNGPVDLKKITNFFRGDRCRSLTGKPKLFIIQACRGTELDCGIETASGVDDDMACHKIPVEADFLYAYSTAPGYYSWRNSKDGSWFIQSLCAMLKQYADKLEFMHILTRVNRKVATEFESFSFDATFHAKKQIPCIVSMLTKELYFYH
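Evaluation: percent activation relative to control range; Material: Procaspase-3 D3A mutant, all three cleavage aspartates alanine; Compound: single dose, 8.5 µM nominal compound, 0.8% DMSO; Replication: one well per compound; Signal: absorbance at 405 nm, 0 and 120 min; Schedule: 1 h preincubation plus 2 h reaction at 25 °C.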
PP1 counter = counter-screen for PP5 inhibitors: inhibitors of human PP1-alpha | purified PP1alpha, OMFP fluorescence | P62136 | 320,000 tested, 0.9% active | inhibition, % at 6.7 µM;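 active = inhibition above the mean inhibition of all tested compounds plus 3 SD, computed separately for each screening campaign, cut at about 15% in these data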
AHR activator = activators of human aryl hydrocarbon receptor; AHR-responsive luciferase reporter cells, luminescence; 320,000 tested, 2.5% active; P35869; activation, % at 5 µM; in the data active = activation above about 47%;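 note: 0% = vehicle wells and 100% = reference agonist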
PAFAH2 inh = PAFAH2 (human) inhibition. Q99487. recombinant PAFAH2, FP-rhodamine activity probe, fluorescence polarization. inhibition, % at 3.39 µM. 340,000 tested, 0.99% active;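 active = inhibition above the mean over all tested compounds plus 3 SD, cut at about 30% in these data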;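 note: inhibitors block probe labeling of enzyme so polarization drops; 0% = enzyme with DMSO and 100% = wells lacking PAFAH2 protein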
TPT1 inhibitor = inhibitors of Candida albicans tRNA 2'-phosphotransferase TPT1 | 300,000 tested, 0.81% active | inhibition, % at 5 µM | recombinant caTPT1, FP RNA substrate dephosphorylation;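 active = inhibition above the mean of all tested compounds plus 3 SD, set per screening campaign, cut at about 24% in these data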;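 note: plate controls were DMSO alone for no effect and ferristatin control at 100 nM for full effect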
PP5 inh = inhibitors of human protein phosphatase 5 (PP5). AID 1987. inhibition, % at 6.7 µM. 320,000 tested, 0.18% active. purified PP5c, OMFP substrate fluorescence;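 active = inhibition above the campaign's mean inhibition across all tested compounds plus 3 SD, cut at about 9.5% in these data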;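 note: 0% = DMSO only and 100% = 100 µM cantharidin control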
Target sequence (P53041 whole entry, looked up): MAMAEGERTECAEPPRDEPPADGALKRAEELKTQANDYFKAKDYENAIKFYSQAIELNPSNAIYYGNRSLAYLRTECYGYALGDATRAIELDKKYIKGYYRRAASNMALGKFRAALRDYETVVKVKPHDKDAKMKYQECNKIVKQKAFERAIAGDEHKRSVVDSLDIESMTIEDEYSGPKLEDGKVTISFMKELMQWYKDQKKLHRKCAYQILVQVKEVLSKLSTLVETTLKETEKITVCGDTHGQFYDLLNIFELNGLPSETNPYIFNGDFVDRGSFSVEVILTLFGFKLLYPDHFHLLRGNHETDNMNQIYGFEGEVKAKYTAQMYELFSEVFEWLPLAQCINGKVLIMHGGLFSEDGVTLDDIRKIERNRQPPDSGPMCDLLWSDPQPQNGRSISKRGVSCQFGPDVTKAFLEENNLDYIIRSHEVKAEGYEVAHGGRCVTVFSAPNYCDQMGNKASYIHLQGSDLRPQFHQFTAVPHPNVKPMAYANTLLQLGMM
Numbers without * were called inactive; / = not tested or not shown.

Fields: CTSL1 counter	proCasp7 act	core dimer inh	proCasp3 act	PP1 counter	AHR activator	PAFAH2 inh	TPT1 inhibitor	PP5 inh
COc1cc(C2Nc3cccc4cccc(c34)N2)cc(OC)c1O
 : -0.1	-3.0	44.9	-6.4	36.4*	-1.1	22.6	-1.0	-0.6
COC(=O)c1ccc(OCCN2CCCCCC2)cc1
 : -2.9	-10.3	-0.3	6.7	-2.3	-1.2	8.0	1.9	2.0
O=C(CSc1ncnc2[nH]ncc12)Nc1cccc(Oc2ccccc2)c1
 : 3.3	11.4	6.3	-0.6	6.9	2.6	-4.8	-1.6	1.9
CC(=O)c1ccccc1OCC(O)CNC1CCCC1 (stereo unspecified)
 : -1.5	6.0	-1.8	-3.2	-1.1	2.3	1.6	-0.6	0.1
O=C(c1cc(COc2c(F)cccc2F)on1)N1CCN(C2CCCCC2)C(=O)C1
 : -0.2	6.0	-0.6	3.9	-3.9	0.2	6.6	0.3	-1.2
CCOC(=O)[C@H]1[C@H]2COc3ccc(C)cc3[C@@H]2N2C(=O)CN(Cc3ccco3)C(=O)[C@@]12C
 : /	-8.1	/	-0.5	-2.6	0.7	2.1	/	-1.1
COc1cccc(C2C(C#N)=C(N)N(c3ncn[nH]3)C3=C2C(=O)CCC3)c1 (stereo unspecified)
 : -1.6	-1.3	-5.5	3.8	1.5	6.4	-3.4	3.5	-0.3
CC1CCCN(C(=O)CN2CCN(C(=O)c3ccco3)CC2)C1 (stereo unspecified)
 : 5.2	-8.7	1.5	-6.0	-4.7	3.6	-4.0	-7.4	1.0
O=C1CC(c2ccccc2)C(C(=O)Nc2ccccc2F)N1 (stereo unspecified)
 : -6.2	1.6	-3.3	0.4	-11.9	3.6	-4.7	0.4	3.8
CC1CCCN(C(=O)Cn2cnc3c2c(=O)n(C)c(=O)n3C)C1 (stereo unspecified)
 : 4.6	7.8	-0.8	2.2	2.9	-0.2	4.5	-3.6	-3.2
CC(C)CCN(C(=O)c1csnn1)C(C(=O)NC1CCCC1)c1ccccc1 (stereo unspecified)
 : -13.1	-16.0	3.9	-4.1	10.2	1.5	-2.3	-0.6	0.6
Cn1c(N)c(C(=O)COC(=O)CSc2cccc3cccc(Cl)c23)c(=O)n(C)c1=O
 : -13.8	-4.1	14.7	7.8	-0.7	6.2	-13.3	2.6	0.2
Cc1ccc(NC(=O)CNc2cccc(S(=O)(=O)N3CCCC3)c2)cc1F
 : 4.7	-4.5	-9.5	12.2	-4.3	7.5	3.1	-4.9	4.6
CCc1c(O)nc(SCc2ccccc2)n(C(C)CC)c1=O (stereo unspecified)
 : -5.0	-7.1	-1.4	10.8	1.6	-2.3	3.5	2.6	2.1
CCCc1cc(C(=O)NC2CCCCC2)no1
 : -3.0	11.4	1.0	5.7	0.5	7.2	-8.7	-5.5	0.0
Cc1ccccc1N=Cc1cc2c(cc1O)OC(N)=C(C#N)C2c1ccccc1 (stereo unspecified)
 : 0.5	-0.6	21.4	4.6	2.1	2.0	17.9	53.0*	1.6
Nc1nc(COc2ccc3ccccc3c2)cs1
 : -0.7	3.8	-0.5	2.4	-1.7	-2.9	2.9	-0.1	4.8
O=C(COC(=O)[C@@H]1CCCN1C(=O)c1cccs1)Nc1cccc([N+](=O)[O-])c1
 : /	3.7	/	-1.6	/	0.1	8.3	/	/
N#Cc1ccc(C23CC4(C2)[C@H](CN(Cc2cccnc2)[C@@H]4c2ccccc2)C3c2ccccc2)cc1 (stereo partly specified)
 : -7.7	-10.6	40.2	3.6	20.4*	-1.7	-2.9	-1.1	2.1
CCn1cc(C(=O)Nc2ncccc2O)c(=O)c2cc(F)c(N3CCN(C(=O)c4ccco4)CC3)cc21
 : 6.5	7.8	8.6	1.4	3.1	-2.5	19.7	-0.9	0.9
COC(=O)CC(NC(=O)c1cccs1)c1ccc(OC)c(OC)c1 (stereo unspecified)
 : -2.3	9.0	-2.6	8.5	0.1	2.5	3.7	-3.5	-2.2
O=C(c1cccc2nc3ccccc3nc12)N1CCOCC1
 : -4.2	6.5	-2.9	-0.3	-4.7	-0.7	0.6	-2.2	2.3
CCOC(=O)c1c(C)nc2sc3c(c2c1-c1ccc(OC)cc1)NC(c1ccc(OC)cc1)NC3=O (stereo unspecified)
 : 3.4	4.4	7.5	-2.1	-1.9	5.6	14.2	-1.7	-0.8
Cc1ccc(/C(N)=N/OC(=O)c2ccco2)cc1
 : -5.4	-0.9	-0.5	-7.1	0.6	-10.1	18.6	1.4	3.7
O=C(COC(=O)c1nn(-c2ccccc2C(F)(F)F)cc1O)c1ccc(OC(F)F)cc1
 : 0.1	0.5	2.0	3.0	-1.3	3.6	10.7	-2.4	-2.1
N#C/C(=C\c1ccc(N2CCOCC2)o1)c1ccccc1
 : 15.2	-23.3	-16.9	-15.2	0.4	-0.7	9.2	67.4*	-0.4
COC(=O)c1sc2ccccc2c1N
 : -2.8	-8.1	2.1	-1.7	-0.1	10.4	4.9	-1.0	3.1
CC(=O)c1cc2c(cc1NS(=O)(=O)c1cccc(C(=O)O)c1)OCO2
 : -1.5	-0.9	3.0	2.4	2.4	1.2	-3.7	-0.5	1.6
O=S(=O)(NNc1ccc(Cl)nn1)c1ccc(F)cc1
 : 1.8	-9.9	-4.4	-14.0	-1.3	10.9	1.4	-0.5	-1.0
O=C(CN1C(=O)CSc2ccccc21)N/N=C/c1ccco1
 : -2.7	-1.0	-4.7	8.3	-7.7	2.2	0.1	-0.8	-0.4

One compound at a time (already shown). Order of screens: CTSL1 counter | proCasp7 act | core dimer inh | proCasp3 act | PP1 counter | AHR activator | PAFAH2 inh | TPT1 inhibitor | PP5 inh
`CCCc1cc(C(=O)NC2CCCCC2)no1` as listed: -3.0 | 11.4 | 1.0 | 5.7 | 0.5 | 7.2 | -8.7 | -5.5 | 0.0
`CC1CCCN(C(=O)Cn2cnc3c2c(=O)n(C)c(=O)n3C)C1` (stereo unspecified) as listed: 4.6 | 7.8 | -0.8 | 2.2 | 2.9 | -0.2 | 4.5 | -3.6 | -3.2
`O=C(COC(=O)c1nn(-c2ccccc2C(F)(F)F)cc1O)c1ccc(OC(F)F)cc1` as listed: 0.1 | 0.5 | 2.0 | 3.0 | -1.3 | 3.6 | 10.7 | -2.4 | -2.1

Additional structures follow.
Fields: CTSL1 counter	proCasp7 act	core dimer inh	proCasp3 act	PP1 counter	AHR activator	PAFAH2 inh	TPT1 inhibitor	PP5 inh
Cc1cc(NC(=O)CSc2cc(C)c3ccccc3n2)no1
 : /	9.9	/	-6.1	/	4.6	1.3	/	/
Cc1cc(C)c(C#N)c(SCc2nnc(-c3ccccc3)o2)n1
 : -2.8	22.8	0.1	124.9*	-4.5	-14.5	-8.8	0.5	-4.0
CC(=O)Nc1ccc(OCC(O)CN2CCN(c3cc(Cl)ccc3C)CC2)cc1 (stereo unspecified)
 : -0.3	-8.0	-1.8	-1.3	0.8	-3.1	-8.0	-2.6	0.9
COc1ccc(Cl)cc1Nc1nnc(-c2ccncc2)s1
 : -0.7	1.7	0.5	2.9	0.2	5.8	9.1	-5.1	0.3
Cc1cc(Cl)ccc1OCC(=O)N/N=C/c1ccc(OC2OC(CO)C(O)C(O)C2O)cc1 (stereo unspecified)
 : -0.6	1.5	1.9	1.6	-5.8	9.3	2.6	-3.9	1.6
O=C(O)c1ccc(CNCc2ccc(Cl)cc2)cc1
 : -2.8	5.7	-0.4	5.8	-5.1	-0.1	-14.1	-2.4	2.9
CCOC(=O)c1c(C)n(C)c2ccc(OC)c(NC(=O)CN3CCSCC3)c12
 : 0.7	-3.6	0.3	15.0	-0.4	7.0	3.2	1.4	0.8
Cc1cccc(OCc2nc(-c3cccnc3)no2)c1
 : -0.7	3.0	-7.7	-6.8	5.2	7.4	4.4	-0.8	1.8
O=C(NCc1ccc(Cl)cc1)C1CCN(S(=O)(=O)c2cc([N+](=O)[O-])ccc2Cl)CC1
 : -1.3	6.4	6.1	2.0	-3.1	-1.2	6.6	-1.5	2.2
COc1ccc(-c2cc3nc(C)cc(NCCO)n3n2)cc1
 : 16.4	-3.7	3.3	3.7	-2.0	-0.1	-5.5	-2.3	1.2
C#CCOCCOCCOCCNc1nc(N2CCN(C(=O)[C@H](CCCCN)n3cc(C(N)CO)nn3)CC2)nc(N2CCN(C(=O)[C@H](CCCCN)n3cc(C(N)COC(=O)C(F)(F)F)nn3)CC2)n1 (stereo partly specified)
 : 1.7	10.4	2.9	7.5	-0.6	-2.0	/	-2.6	1.3
O=c1c2cc(-c3ccccc3)sc2nc2n1N=C(c1ccccc1)CS2
 : 4.0	3.0	-4.2	-1.3	-0.7	6.3	2.5	-1.0	0.0
CC(=O)Cc1cc(=O)c2c(C)cc(O)c(C3OC(CO)C(O)C(O)C3O)c2o1 (stereo unspecified)
 : 2.8	8.6	1.8	0.8	-3.9	0.1	3.0	-0.2	-1.5
CCOC(=O)C1CCCN(C(=O)c2ccc3nc(-c4ccccc4)c(-c4ccccc4)nc3c2)C1 (stereo unspecified)
 : -1.8	3.1	14.0	-0.2	-2.2	-0.3	6.7	-3.0	0.6
CCOC(=O)c1cnn(-c2sc(C(=O)OCC)c(C)c2C(=O)OCC)c1N
 : -2.2	4.6	2.2	3.2	-5.9	2.0	-4.0	6.6	1.7
CC(=O)c1cc(OC(=O)N2CCOCC2)ccc1OC(=O)N1CCOCC1
 : 1.6	-4.5	-9.4	-0.5	0.6	1.2	5.0	-5.5	0.5
CCN(CC)S(=O)(=O)c1ccc2c(c1)c(=O)c(C(=O)NCc1cccs1)cn2C
 : 0.2	7.0	10.2	-0.4	6.5	1.6	12.3	6.7	4.3
Cc1ccc(NC(=O)NCc2ccc3c(c2)OCO3)cc1C
 : -2.4	1.5	2.9	-6.6	-1.7	3.1	5.3	-2.0	0.1
C[C@@H]([C@@H](O)c1ccccc1)N(C)C(=O)C(N)Cc1ccccc1 (stereo partly specified)
 : 2.7	1.5	-15.8	-0.3	-5.2	-0.3	-3.8	-3.8	-1.5
N#CC1(C#N)C(C(=O)C23CC4CC(CC(C4)C2)C3)C12CCOCC2 (stereo unspecified)
 : -3.1	-8.9	-10.7	3.9	8.9	-2.8	5.2	-2.8	-0.5
Cc1ccc(-c2noc(CN(C(=O)c3cccc(Br)c3)C(C)C)n2)cc1
 : 2.4	15.1	3.2	14.8	2.9	-1.5	-3.1	2.4	3.0
O=C(NCc1cccc(C(F)(F)F)c1)c1ccc2c(c1)OCCO2
 : 5.1	7.0	0.3	0.1	0.6	-0.7	-9.7	-0.5	1.4
O=C(CN(C(=O)CNS(=O)(=O)c1ccc(F)cc1)c1ccccc1)NCc1ccco1
 : 0.6	-4.8	-20.5	5.1	0.2	1.3	5.2	-0.3	-1.3
Cc1cccc(C(=O)N/N=C/c2ccc[nH]2)c1
 : 0.1	2.6	-1.1	2.4	0.1	29.4	1.7	1.0	0.1
Cc1ccc(-c2nc(CS(=O)CC(=O)N3CCN(c4ccccc4)CC3)c(C)o2)cc1 (stereo unspecified)
 : -0.7	-3.3	5.8	-2.0	-2.9	0.3	0.9	1.1	0.3

proCasp3 act: entries above that show a hit
Compound	core dimer inh	proCasp3 act	AHR activator	PAFAH2 inh	TPT1 inhibitor	PP5 inh
Cc1cc(C)c(C#N)c(SCc2nnc(-c3ccccc3)o2)n1	0.1	124.9*	-14.5	-8.8	0.5	-4.0

Outcome played no part in choosing rows; overall some 5.6% were active at least once.
